OX1R antag: human HCRTR1 antagonism. CHO/OX1R cells, Fluo-8 calcium fluorescence, orexin A. inhibition, % at 5 µM. hit rate 0.43% among 330,000;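 active = inhibition above its plate's threshold, mean inhibition of all tested compounds on the plate plus 3 SD, cut at about 37% in these data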;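 note: 0% = orexin A challenge wells and 100% = SB-334867-A antagonist wells; not every result past the cut was called active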
Target sequence (O43613 whole entry, looked up): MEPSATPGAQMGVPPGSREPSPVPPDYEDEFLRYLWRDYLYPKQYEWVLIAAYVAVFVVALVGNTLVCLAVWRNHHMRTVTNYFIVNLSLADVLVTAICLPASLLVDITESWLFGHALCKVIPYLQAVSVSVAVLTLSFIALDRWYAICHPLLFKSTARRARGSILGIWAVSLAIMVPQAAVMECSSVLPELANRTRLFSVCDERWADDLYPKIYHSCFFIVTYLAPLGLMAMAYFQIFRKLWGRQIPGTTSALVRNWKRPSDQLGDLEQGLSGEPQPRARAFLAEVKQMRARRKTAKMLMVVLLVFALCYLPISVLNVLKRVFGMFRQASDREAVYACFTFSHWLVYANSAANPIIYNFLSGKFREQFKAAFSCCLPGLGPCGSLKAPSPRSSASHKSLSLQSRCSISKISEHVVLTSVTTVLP
CHT PAM: allosterically activates the human high affinity choline transporter | Q9GZV3 | CHT-expressing cells, membrane potential dye, choline EC20; stronger effect = higher value; LV-AA mutant CHT in HEK293 cells | B-score at 10 µM | hit rate 0.49% among 310,000 | AID 488977;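 active = initial fluorescence not abnormally high and integrated response B-score, plate-corrected, over 3 SD above library mean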
Target sequence (Q9GZV3 whole entry, looked up): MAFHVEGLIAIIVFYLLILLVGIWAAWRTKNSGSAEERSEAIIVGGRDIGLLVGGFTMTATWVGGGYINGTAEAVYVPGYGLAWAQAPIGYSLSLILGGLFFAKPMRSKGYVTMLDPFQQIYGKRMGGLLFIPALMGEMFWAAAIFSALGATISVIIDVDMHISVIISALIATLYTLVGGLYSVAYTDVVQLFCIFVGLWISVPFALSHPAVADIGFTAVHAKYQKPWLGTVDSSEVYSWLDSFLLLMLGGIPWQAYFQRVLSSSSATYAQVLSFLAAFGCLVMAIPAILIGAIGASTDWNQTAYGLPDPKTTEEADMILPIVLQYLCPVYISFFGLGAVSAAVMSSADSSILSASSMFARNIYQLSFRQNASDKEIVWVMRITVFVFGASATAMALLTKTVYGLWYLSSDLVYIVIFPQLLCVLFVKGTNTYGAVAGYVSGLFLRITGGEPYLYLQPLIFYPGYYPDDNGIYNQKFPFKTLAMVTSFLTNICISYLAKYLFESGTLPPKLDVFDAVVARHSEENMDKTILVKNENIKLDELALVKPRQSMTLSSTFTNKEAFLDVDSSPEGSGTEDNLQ
* marks the source's active call; other numbers are inactive results.

What do the screens show for `Cc1ccc(S(=O)CCNC(=O)Cc2ccccc2)cc1` (configuration not stated)?
OX1R antag: -21.6; CHT PAM: inactive

What do the screens show for `O=C(Nc1ccc(S(=O)(=O)N2CCCC2)cc1)c1ccc([N+](=O)[O-])cc1`?
OX1R antag: 1.8; CHT PAM: inactive

How did CCOC(=O)C1=C(C)NC(SC)=NC1c1ccccc1 (configuration not stated) do in these assays?
OX1R antag: -27.3; CHT PAM: inactive

Results for CN(CC(=O)NC(=O)NC1CCCCC1)CC(=O)Nc1ccc(OC(F)(F)F)cc1 ?
OX1R antag: -3.8

How did Cn1cc(S(=O)(=O)Nc2ccc(Oc3ccccc3)cc2)c(=O)n(C)c1=O do in these assays?
OX1R antag: -13.8; CHT PAM: inactive

Results for CCCOc1ccc(C(=O)O)cc1 ?
OX1R antag: -6.4; CHT PAM: inactive

How did O=c1ccnc(SCCC(F)=C(F)F)[nH]1 do in these assays?
OX1R antag: -8.5; CHT PAM: inactive

Results for COC(=O)CCN1CCN(S(=O)(=O)c2ccc3c(c2)OCCO3)CC1 ?
OX1R antag: 2.4

Results for Clc1ccc(-c2nnc(-c3ccccc3)c(-c3c[nH]c4ccccc34)n2)cc1 ?
OX1R antag: -7.5; CHT PAM: inactive

What do the screens show for `CN(Cc1ccccc1)CC(O)COc1ccc(CNCCc2cccnc2)cc1` (configuration not stated)?
OX1R antag: -31.6; CHT PAM: inactive

Results for O=C1NC2(CCCCCC2)C(=O)N1Cc1ccc([N+](=O)[O-])cc1 ?
OX1R antag: -7.9; CHT PAM: inactive

What do the screens show for `O=C(CNS(=O)(=O)c1ccccc1)N1CCc2ccccc2C1`?
OX1R antag: -5.7; CHT PAM: inactive

What do the screens show for `O=C(/C=C/c1cccs1)c1ccc(NC(=O)c2ccccc2F)cc1`?
OX1R antag: -24.7; CHT PAM: inactive

Results for CCC(C)n1c(SCC(=O)NC(=O)c2cccn2C)nc2ccccc2c1=O (configuration not stated) ?
OX1R antag: -25.0; CHT PAM: inactive

What do the screens show for `CCc1cc(-c2nc(N)ncc2-c2csc(C)n2)c(O)cc1OC`?
OX1R antag: -19.3; CHT PAM: inactive

Results for O=C(NC1CC1)c1ccc(NS(=O)(=O)c2ccccc2)cc1 ?
OX1R antag: -12.1; CHT PAM: inactive

How did COc1ccc(CNC(=O)COC(=O)c2cc(-c3cccs3)nc3ccccc23)cc1OC do in these assays?
OX1R antag: 10.3; CHT PAM: inactive

How did O=C(CSc1ccccc1F)NC(=O)NCc1ccco1 do in these assays?
OX1R antag: -5.3; CHT PAM: inactive

Results for Cc1cc(Nc2c(C)n(C)n(-c3ccccc3)c2=O)n2c(nc3ccccc32)c1C#N ?
OX1R antag: -2.7; CHT PAM: inactive

Results for COC(=O)C1=CN(c2ccc(F)cc2)C=C(C(=O)OC)C1c1cccc([N+](=O)[O-])c1 ?
OX1R antag: -3.9; CHT PAM: inactive

What do the screens show for `NC(=O)C1(NC(=O)[C@@H]2CC3(CC(c4cccc(NC(=O)[C@@H]5CCC(=O)N5)c4)=NO3)CN2C(=O)c2cnccn2)CC1` (some centres not stated)?
OX1R antag: -5.3; CHT PAM: inactive

How did CCCCn1c(N)c(N(CC)C(=O)C2CCC2)c(=O)[nH]c1=O do in these assays?
OX1R antag: 2.1

What do the screens show for `O=C(c1ccc(F)cc1)N1CCN2C(=O)c3ccccc3C12c1ccc(Cl)cc1` (configuration not stated)?
OX1R antag: -28.2; CHT PAM: inactive

What do the screens show for `S=C(NCCc1cnc[nH]1)NC1CCCC1`?
OX1R antag: -0.1; CHT PAM: inactive

What do the screens show for `O=C(OCc1ccc(Cl)c(Cl)c1)c1cnccn1`?
OX1R antag: -4.8; CHT PAM: inactive

Results for CC(C)CC(c1nnnn1C(C)C)N1CCN(C(=O)c2ccco2)CC1 (configuration not stated) ?
OX1R antag: 2.2; CHT PAM: inactive

What do the screens show for `Cc1ccccc1NC(=O)C1CCCN(c2nnc(N3CCCC3=O)s2)C1` (configuration not stated)?
OX1R antag: -23.7; CHT PAM: inactive

What do the screens show for `CCN1CCN(C(=O)Cn2nc(-c3ccc(Cl)cc3)ccc2=O)CC1`?
OX1R antag: -15.3; CHT PAM: inactive

How did CCn1c(CNC(=O)Cc2ccc(OC)cc2)n[nH]c1=S do in these assays?
OX1R antag: 5.1; CHT PAM: inactive

How did COc1ccc(C)cc1NC(=O)C(OC(=O)c1ccc(Cl)c(S(=O)(=O)N(C)c2ccccc2)c1)c1ccccc1 (configuration not stated) do in these assays?
OX1R antag: -5.0; CHT PAM: inactive

Results for CCOC(=O)CSc1nc2ccccc2c(=O)n1CC(C)C ?
OX1R antag: -21.0; CHT PAM: inactive

Results for COc1ccccc1N1C(=O)C2C(c3ccccc3F)NN(C(=O)c3ccc(C)cc3)C2C1=O (configuration not stated) ?
OX1R antag: -19.7; CHT PAM: inactive

What do the screens show for `COc1cc(Cl)c(S(=O)(=O)NCCCn2ccnc2)cc1Cl`?
OX1R antag: -14.7; CHT PAM: inactive

How did CC1=C(C(N)=O)C(c2cccs2)n2nc(-c3cccc(C)c3)nc2N1 (configuration not stated) do in these assays?
OX1R antag: 13.9; CHT PAM: inactive

How did COc1ccc(CCNC(=O)COC(=O)c2cnc(Cl)c(Cl)c2)cc1 do in these assays?
OX1R antag: -12.8

How did Cn1c(N)c(C(=O)COC(=O)c2cc(S(=O)(=O)N3CCOCC3)ccc2F)c(=O)n(C)c1=O do in these assays?
OX1R antag: -17.8

What do the screens show for `CCOC(=O)c1c(NC(C)=O)sc2c(O)c(CN3CCN(CC)CC3)ccc12`?
OX1R antag: -36.0; CHT PAM: inactive

What do the screens show for `COc1ccc(NC(=O)NNC(=O)c2ccc(Cl)cc2Cl)cc1OC`?
OX1R antag: -37.2; CHT PAM: inactive

How did COc1cc(O)c(C(CCN2CCCCC2)c2cc(OC)c(OC)c(OC)c2)c(OC)c1 (configuration not stated) do in these assays?
OX1R antag: -24.1; CHT PAM: inactive

How did CCOC(=O)c1cccc(NC(=O)CN2C(=O)C3CC=CCC3C2=O)c1 (configuration not stated) do in these assays?
OX1R antag: -27.2; CHT PAM: inactive

What do the screens show for `COC(=O)c1ccc(N2CCN(C)CC2)c(NC(=O)COc2ccccc2Cl)c1`?
OX1R antag: -23.6; CHT PAM: inactive

What do the screens show for `CCOc1cc(/C=C2\N=C3CCCCCN3C2=O)ccc1O`?
OX1R antag: -25.4; CHT PAM: inactive

What do the screens show for `Cc1cccc(NC(=O)c2cc(-c3ccc(C)c(C)c3O)n[nH]2)c1`?
CHT PAM: inactive

Results for Cc1cc(NS(=O)(=O)c2ccc(NC(=O)C3CCCCC3)cc2)no1 ?
OX1R antag: -21.0; CHT PAM: inactive

What do the screens show for `Cc1cc(C)cc(N2C(=O)CN(Cc3sccc3C)C2=S)c1`?
OX1R antag: -9.4; CHT PAM: inactive

What do the screens show for `O=C(CSc1nc(SCC(=O)NCc2ccccc2)n(-c2ccccc2)n1)NCc1ccccc1`?
OX1R antag: -2.2; CHT PAM: inactive

Results for COc1ccc(OCC(O)COc2ccc(C(=O)O)cc2)cc1 (configuration not stated) ?
OX1R antag: -6.4; CHT PAM: inactive

How did O=C(COC(=O)c1nc(Cl)c(Cl)c(Cl)c1Cl)c1ccc[nH]1 do in these assays?
OX1R antag: -6.3; CHT PAM: inactive

What do the screens show for `O=C(NN=C1CCCCCC1)c1ccc(Br)o1`?
OX1R antag: -16.5; CHT PAM: inactive

What do the screens show for `COc1ccc(NS(=O)(=O)c2cc(C(=O)OC(C)C(=O)N3CCOCC3)ccc2Cl)cc1` (configuration not stated)?
OX1R antag: -33.8; CHT PAM: inactive

Results for O=C(Nc1ccc2nc(N3CCOCC3)sc2c1)c1ccccc1 ?
OX1R antag: -14.8

How did C1CCCN(c2nc3nonc3nc2N2CCCCCC2)CC1 do in these assays?
OX1R antag: -24.7; CHT PAM: inactive

How did CCNC(=O)C(=O)c1c(-c2ccccc2)[nH]c2ccccc12 do in these assays?
OX1R antag: -14.7; CHT PAM: inactive

Results for COc1ccc(-c2ccc(N(C)C)cc2)cc1[C@H]1[C@H]2C=CC[C@@H](C)[C@@H]2C(=O)N1Cc1ccccc1 ?
OX1R antag: -35.5; CHT PAM: inactive

How did O=C(c1ccc(CN2CCOCC2)cc1)N1CCN(c2cccc(Cl)c2)CC1 do in these assays?
OX1R antag: -14.0; CHT PAM: inactive

Results for C[C@@]12C(=O)Nc3ccc(F)cc3C(=O)N1[C@H]1c3cc(Cl)ccc3OC[C@@H]1[C@@H]2c1ccccc1 ?
OX1R antag: 10.5

What do the screens show for `COc1cccc(N2CC(C(=O)N3CCC4(CC3)CC(=O)c3ccccc3O4)CC2=O)c1` (configuration not stated)?
OX1R antag: -13.2; CHT PAM: inactive

Results for Nc1nc2cc(S(=O)(=O)NC3=NCCCCC3)ccc2s1 ?
OX1R antag: -11.1; CHT PAM: inactive

What do the screens show for `CC(=O)N/C(=C\c1ccccc1)C(=O)OCc1ccc(F)cc1`?
CHT PAM: inactive

What do the screens show for `Cc1ccc(C)c(S(=O)(=O)N2CCN(C(=O)C3CCN(C(=O)c4ccc(F)cc4)CC3)CC2)c1`?
OX1R antag: -27.9; CHT PAM: inactive

What do the screens show for `COc1ccc(NC(=O)C2CCCN(C(=O)Nc3cccc(OC)c3)C2)cc1` (configuration not stated)?
OX1R antag: -4.6; CHT PAM: inactive

Results for N#CCC(=O)N/N=C/c1cc([N+](=O)[O-])ccc1N1CCCC1 ?
OX1R antag: -6.1; CHT PAM: inactive

Results for CN(C)c1ncc(CN2CCC(C(=O)Nc3ccc(-n4cccn4)cc3)CC2)s1 ?
OX1R antag: -18.3; CHT PAM: inactive

How did CC1Cc2cc(/C=C3/SC(=S)NC3=O)ccc2O1 (configuration not stated) do in these assays?
OX1R antag: -1.3; CHT PAM: inactive

Results for CC(C)Sc1cc(N2CCOCC2)nc(-c2ccc(Cl)cc2)n1 ?
OX1R antag: 1.7; CHT PAM: inactive

What do the screens show for `CN(C)c1ccc(C(=O)OCc2ccc(Br)cc2)cc1`?
OX1R antag: -24.1; CHT PAM: inactive

What do the screens show for `COc1cccc(CNS(=O)(=O)c2c(C(=O)N3CCCC3)c(C)n(C)c2C)c1`?
OX1R antag: -24.4; CHT PAM: inactive

Results for Cc1cc(-c2csc3nc[nH]c(=S)c23)cc(C)c1C ?
OX1R antag: -16.8; CHT PAM: inactive

How did O=C(NC1CCS(=O)(=O)C1)/C(=C\c1ccc(F)cc1)NC(=O)c1ccccc1 (configuration not stated) do in these assays?
OX1R antag: -17.7; CHT PAM: inactive

Results for OC(COc1ccc(Cl)cc1)CN1CCN(c2cccc(Cl)c2)CC1 (configuration not stated) ?
OX1R antag: -28.2; CHT PAM: inactive

How did O=C(COc1ccc(S(=O)(=O)N2CCOCC2)cc1Cl)NCCN1CCOCC1 do in these assays?
OX1R antag: 4.6; CHT PAM: inactive

How did Cc1cccc(NC(=O)CN2C(=O)c3ccccc3C2=O)c1C do in these assays?
OX1R antag: -8.5; CHT PAM: inactive

How did COCCn1c(SC(C)C(=O)Nc2ccc(N3CCOCC3)cc2)nnc1-c1ccncc1 (configuration not stated) do in these assays?
OX1R antag: -2.4; CHT PAM: inactive

Results for CN1CCN(c2ccc(NC(=O)c3ccc(-c4cccc([N+](=O)[O-])c4)o3)cc2)CC1 ?
OX1R antag: -36.6; CHT PAM: inactive

What do the screens show for `CNC(=S)N(Cc1cc2cc(C)ccc2n2nnnc12)CC(C)(C)CN(C)C`?
CHT PAM: inactive

What do the screens show for `CC1CCN(C(=O)Cn2c(=O)oc3cc(S(=O)(=O)N4CCCCC4)ccc32)CC1`?
OX1R antag: -3.6; CHT PAM: inactive

Results for O=C(NNS(=O)(=O)c1ccc(F)cc1)c1cccc(O)c1 ?
OX1R antag: 2.0; CHT PAM: inactive

How did Cc1c(S(=O)(=O)N(C)C2CCCCC2)c(=O)n(C)c(=O)n1C do in these assays?
OX1R antag: -7.3; CHT PAM: inactive

Results for c1ccc2c(c1)OCCc1c-2[nH]c2ccccc12 ?
OX1R antag: -33.8; CHT PAM: inactive

Results for CC(C)c1nc2sc3c(=O)[nH]c(=S)[nH]c3c2c2c1CCCC2 ?
OX1R antag: 0.2; CHT PAM: inactive

What do the screens show for `COc1ccc(Nc2ncnc3c2c(C)c(C)n3CCCN(C)C)cc1`?
OX1R antag: -14.5; CHT PAM: inactive

In the list so far, these contain an NH in an aromatic ring:
How did O=c1ccnc(SCCC(F)=C(F)F)[nH]1 do in these assays?
OX1R antag: -8.5; CHT PAM: inactive

Results for Clc1ccc(-c2nnc(-c3ccccc3)c(-c3c[nH]c4ccccc34)n2)cc1 ?
OX1R antag: -7.5; CHT PAM: inactive

How did CCCCn1c(N)c(N(CC)C(=O)C2CCC2)c(=O)[nH]c1=O do in these assays?
OX1R antag: 2.1

What do the screens show for `S=C(NCCc1cnc[nH]1)NC1CCCC1`?
OX1R antag: -0.1; CHT PAM: inactive

How did CCn1c(CNC(=O)Cc2ccc(OC)cc2)n[nH]c1=S do in these assays?
OX1R antag: 5.1; CHT PAM: inactive

What do the screens show for `Cc1cccc(NC(=O)c2cc(-c3ccc(C)c(C)c3O)n[nH]2)c1`?
CHT PAM: inactive

How did O=C(COC(=O)c1nc(Cl)c(Cl)c(Cl)c1Cl)c1ccc[nH]1 do in these assays?
OX1R antag: -6.3; CHT PAM: inactive

How did CCNC(=O)C(=O)c1c(-c2ccccc2)[nH]c2ccccc12 do in these assays?
OX1R antag: -14.7; CHT PAM: inactive

Results for Cc1cc(-c2csc3nc[nH]c(=S)c23)cc(C)c1C ?
OX1R antag: -16.8; CHT PAM: inactive

Results for c1ccc2c(c1)OCCc1c-2[nH]c2ccccc12 ?
OX1R antag: -33.8; CHT PAM: inactive

Results for CC(C)c1nc2sc3c(=O)[nH]c(=S)[nH]c3c2c2c1CCCC2 ?
OX1R antag: 0.2; CHT PAM: inactive
